CHOP UPR activ = activators of apoptotic arm of unfolded protein response (CHOP); CHO-CHOP luciferase reporter, UPR activation, luminescence; percent of tunicamycin response over DMSO baseline; 0.34% of 330,000 active; activation, % at 10 µM;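 active means at 10 µM dose, activation of 40% or more, normalized to positive control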;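 further: 100% = tunicamycin at 10 µg/mL and 0% = DMSO alone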
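Assay system: CHO cells with stable CHOP pathway luciferase reporter; Buffer or medium: F12 plus 10% serum; Times: 16-18 h cell attachment, then 6 h compound exposure, 37 °C; Signal: luciferase luminescence; Read-out basis: percent activation relative to tunicamycin control; Control set: tunicamycin high control, DMSO low control.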
Mdm2 MdmX PPI = inhibitors of human Mdm2/MdmX interaction; SaOS-2 split-luciferase Mdm2/MdmX complementation, luminescence; inhibition, % at 8 µM; 3% of 330,000 active; AID 485346;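 active means inhibition of at least 50% at 8 µM in the primary screen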
Target sequence (O15151 whole entry, looked up): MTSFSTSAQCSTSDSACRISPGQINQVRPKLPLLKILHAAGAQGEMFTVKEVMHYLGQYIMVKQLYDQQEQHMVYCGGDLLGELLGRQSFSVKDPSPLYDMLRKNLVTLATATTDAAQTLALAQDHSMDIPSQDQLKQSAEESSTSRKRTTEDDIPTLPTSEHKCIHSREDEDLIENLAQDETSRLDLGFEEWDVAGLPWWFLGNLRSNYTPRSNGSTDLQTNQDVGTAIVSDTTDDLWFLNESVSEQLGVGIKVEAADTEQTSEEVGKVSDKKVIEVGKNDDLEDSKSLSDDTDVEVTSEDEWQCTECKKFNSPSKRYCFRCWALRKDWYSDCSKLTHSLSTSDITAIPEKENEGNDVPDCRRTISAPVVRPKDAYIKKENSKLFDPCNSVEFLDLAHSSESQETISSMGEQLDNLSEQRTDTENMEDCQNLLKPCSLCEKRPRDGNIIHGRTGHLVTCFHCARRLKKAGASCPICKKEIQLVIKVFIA
Target sequence (Q00987 whole entry, looked up): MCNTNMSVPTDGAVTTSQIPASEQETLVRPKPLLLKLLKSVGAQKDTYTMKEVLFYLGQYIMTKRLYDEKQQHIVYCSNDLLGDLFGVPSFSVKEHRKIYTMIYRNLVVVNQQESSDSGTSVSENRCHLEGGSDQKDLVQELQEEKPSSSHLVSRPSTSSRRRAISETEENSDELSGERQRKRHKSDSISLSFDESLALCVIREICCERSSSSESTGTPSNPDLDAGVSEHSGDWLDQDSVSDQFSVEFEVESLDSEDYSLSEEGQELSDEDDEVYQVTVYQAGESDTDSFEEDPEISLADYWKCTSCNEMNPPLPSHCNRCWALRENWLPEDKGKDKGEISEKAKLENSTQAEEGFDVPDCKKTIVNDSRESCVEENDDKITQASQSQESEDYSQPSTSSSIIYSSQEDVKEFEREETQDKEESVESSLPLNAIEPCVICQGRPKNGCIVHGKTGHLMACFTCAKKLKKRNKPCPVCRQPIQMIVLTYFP
tim10-1 inh = growth inhibitors of tim10-1 mutant yeast; S. cerevisiae tim10-1 ts strain growth, BacTiter-Glo, 24 h; inhibition, % at 20 µM; 2.2% of 330,000 active; AID 463190;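 active means inhibition of at least 40%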;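 further: mutant grown at 25 °C; 0% = DMSO wells with yeast and 100% = wells holding no yeast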
Jurkat NFkB inh = lowers PMA/ionomycin-induced NF-kB signal in Jurkat cells | PMA/ionomycin-induced NF-kB luciferase reporter, luminescence | inhibition, % at 4 µM | 0.53% of 330,000 active; in the data active means inhibition above about 50%
UPR XBP1 act = adaptive UPR (XBP1) activation. CHO-XBP1 luciferase reporter, IRE1-XBP1 UPR activation, luminescence; percent of tunicamycin response, DMSO as zero. activation, % at 20 µM. 0.33% of 330,000 active. AID 463104;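 active means versus positive control, 20 µM dose yields 30% or more activation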;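 further: 100% = tunicamycin at 10 µg/mL and 0% = DMSO only wells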
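Test system: CHO-XBP1 luciferase reporter cells | Buffer or medium: Serum-containing F12 medium, 10% FBS | Schedule: 6 h compound exposure at 37 °C, 5% CO2 | Detection: Steady-Glo luciferase glow luminescence, 10 min after reagent addition | Read-out basis: Activation, % of tunicamycin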
tim23-1 inh = growth inhibitors of tim23-1 mutant yeast; 1.3% of 330,000 active; inhibition, % at 20 µM; S. cerevisiae tim23-1 growth, BacTiter-Glo luminescence, 24 h;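 active means growth inhibition of the mutant yeast at or above 50%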;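 further: temperature-sensitive mutant grown at 25 °C; plate controls were DMSO-treated mutant yeast for no effect and medium wells lacking yeast for full effect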
697 NFkB inh = lowers PMA/ionomycin-induced NF-kB signal in 697 B cells; 697 B-cell NF-kB luciferase reporter, 16 h; inhibition, % at 4 µM; 0.33% of 330,000 active; AID 435022; in the data active means inhibition above about 35%
TIM10 inh = growth inhibitors of TIM10 yeast strain | S. cerevisiae TIM10 strain growth, BacTiter-Glo luminescence, 24 h | inhibition, % at 10 µM | 1.4% of 330,000 active | AID 463195;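 active means inhibition of 40% or more at the single tested concentration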;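 further: wild-type TIM10 isogenic control strain grown at permissive 25 °C; 0% = DMSO yeast wells and 100% = minimal medium wells without yeast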
Starred values were filed as active, the others as inactive. Random draw from the library; overall some 6.6% were active at least once.

SMILES	CHOP UPR activ	Mdm2 MdmX PPI	tim10-1 inh	Jurkat NFkB inh	UPR XBP1 act	tim23-1 inh	697 NFkB inh	TIM10 inh
CCCNC(=O)CCCN1C(=O)c2ccccc2Sc2ncccc21	-1.6	-9	23	-9	-1	6	-4	-9
CC(C)C(C(=O)Nc1sc2c(c1C#N)CCCCC2)N1C(=O)c2ccccc2C1=O (stereo not drawn)	-2.4	-22	14	6	-1	16	9	6
CN(C)S(=O)(=O)c1ccc2c(c1)C(CC(=O)O)NC2=O (stereo not drawn)	2.4	31	20	1	-4	15	-6	-2
CCN(CC(=O)NCCCn1ccnc1)S(=O)(=O)c1ccc(C)cc1	2.5	-12	-3	-2	-5	-4	-5	-14
O=C(O)CN1CCN(Cc2ccccc2)C1=O	-0.8	-19	6	3	1	2	18	-7
CCOC(=O)N1CCN(CC(O)c2c[nH]c3ccc(OC)cc23)CC1 (stereo not drawn)	-1.9	-20	10	-9	-4	3	-16	-11
CCOc1ccc(C(=O)CCCC(=O)c2ccc(OCC)cc2)cc1	2.1	-80	-26	-70	-3	4	-18	-13
CN(C)S(=O)(=O)n1cc(/C=C(\NC(=O)c2ccccc2F)C(=O)N2CCCC2)c2ccccc21	-1.2	0	7	11	-6	8	-6	10
Cc1ccsc1C(=O)Nc1n[nH]c(C(F)(F)F)n1	-1.2	-28	3	2	-4	23	1	15
Cc1c(NC(=O)Nc2cccc(C#N)c2)c(=O)n(-c2ccccc2)n1C	-0.7	0	-1	-23	-1	-8	-14	-8
CC(C)CC(=O)NC(=S)Nc1nc(-c2cccc3ccccc23)cs1	6.7	7	36	5	2	15	-13	47*
O=C(COC(=O)Cc1cccc(C(F)(F)F)c1)NCc1ccco1	-0.6	18	-7	-2	-1	1	7	-10
CC1CCN(C(=O)COC(=O)c2ccc(N3CCCC3=O)cc2)CC1	0.3	-21	-7	11	0	0	12	-4
C/C(=N\NC(=O)c1ccccc1Cl)c1ccccn1	21	48	-10	89*	7	-9	-146	-1
Oc1ccc(Oc2ccc3c(C(F)(F)F)cc(C(F)(F)F)nc3n2)cc1	2.0	5	40*	13	-1	56*	46*	43*
O=C(CCc1ccccc1)N/N=C/c1cccc([N+](=O)[O-])c1	0.0	7	-2	0	-2	23	17	-3
Cc1ccc(CNC(=O)CCCC(=O)Nc2cc(C)on2)cc1	0.1	-17	7	8	-3	-2	22	9
CCc1ccc(NC(=O)C(=O)NNC(=O)COc2cccc(OC)c2)cc1	0.3	22	-21	3	0	-8	12	-13
CCC(C)Sc1nc2c(c(=O)[nH]c(=O)n2C)n1CC(O)COc1ccccc1C (stereo not drawn)	-0.2	20	17	-5	1	10	-22	34
COc1ccc(N2CCN(C(=O)NC34CC5CC(CC(C5)C3)C4)CC2)cc1	-1.1	11	48*	0	1	31	-7	15
COc1ccc(C(=O)NC(=S)NNC(=O)c2ccc(C)cc2)cc1	-2.9	49	13	-27	3	29	-24	36
CSc1nc(-c2ccccc2)cc(C(F)(F)F)c1C#N	4.0	-25	9	11	-1	1	1	7
CCOc1ccccc1CN1C(=O)C2(OCCO2)c2ccccc21	1.3	19	21	-3	-3	33	0	0
COc1ccc(NC(=O)CN(C)C(=O)CSCc2ccc(C)cc2)cc1	1.3	6	11	4	0	19	0	3
CCc1nc2nc(C)c(NS(=O)(=O)c3cccs3)c(=O)n2[nH]1	-0.5	-7	7	-15	-6	18	-1	-9
CC(=O)c1ccc(N2CCN(C(=O)CCCn3c(=O)[nH]c4ccc(Br)cc4c3=O)CC2)cc1	0.0	0	3	7	5	9	-10	-1
CC1CN(c2nn3c(=O)c4ccccc4nc3c3ccccc23)CC(C)O1 (stereo not drawn)	-4.5	29	12	-9	15	17	3	-3
CC(Sc1nc2c(cc1C#N)CCCCC2)C(=O)O (stereo not drawn)	0.1	6	-5	6	0	-5	2	7
COc1ccc(C(=O)NCCCc2ccccc2)cc1	4.9	-39	0	-92	-1	1	-89	0
c1ccc2c(c1)nc(N1CCOCC1)c1nnnn12	1.2	20	11	-22	2	13	-33	-16
O=C(O)c1cccc(OS(=O)(=O)c2cc(Br)ccc2Br)c1	1.7	6	-3	-6	0	-12	-4	7
O=C(O)c1c2c(nc3ccccc13)/C(=C/c1ccccc1[N+](=O)[O-])CCC2	-1.3	6	-8	19	-3	-2	2	6
O=C1C=C(/C=C/C2C=CC=CC2)C[C@@H](c2ccc(Cl)cc2)C1 (stereo partly drawn)	-2.3	-4	-9	-2	-1	33	-9	3
CC(C)NC(=O)CC(=O)N/N=C/c1ccc(Br)cc1	2.8	-4	2	3	4	11	-1	3
CC1(C)C(Cl)C(=O)C(C(=O)c2ccccc2)C(=O)C1Cl (stereo not drawn)	-2.9	1	13	-1	-4	8	-14	-3
CC(C)(Oc1ccc(Cl)cc1)C(=O)NCc1ccc(S(N)(=O)=O)cc1	1.4	-7	3	-22	-3	25	-14	-1
CCc1ccc(NC(=O)COC(=O)Cn2cnc3ccccc32)cc1	0.3	10	-12	3	0	-9	6	-8
COCCCNC(=S)N1CCC(NC(=O)Nc2ccc(C)cc2)CC1	-1.2	19	-2	2	-2	3	1	-13
Cc1cc(C(=O)CN2C(=O)CN(C)C2=O)c(C)n1-c1cccc(S(=O)(=O)N2CCOCC2)c1	-0.7	5	6	12	1	13	3	6
O=C(NCc1cccnc1)c1cc(-c2cccs2)on1	4.7	-5	-10	-21	2	-3	14	-4
O=C(Cn1c(CCCO)nc2ccccc21)Nc1ccccc1-c1ccccc1	-0.6	-20	4	3	-6	7	10	-16
O=C(Nc1cccc([N+](=O)[O-])c1)Nc1ccc2c(c1)CCC2	3.5	72*	9	-84	0	8	-67	9
Cc1ccnc(NC(=O)c2ccc(Cl)s2)c1	5.5	-54	-4	-93	2	14	-144	8
COc1cc(C(=O)NCC(c2ccco2)N2CCc3ccccc3C2)cc(OC)c1OC (stereo not drawn)	0.0	23	22	-5	-3	11	13	13
Cc1ccc(-n2nc3c([n+]2[O-])CCc2nonc2-3)cc1	1.7	-13	8	3	0	9	-11	-11
O=C(CCc1nnc(Cc2ccc(-c3ccccc3)cc2)o1)N1CCCC1	-0.5	11	10	-8	-4	31	-2	10
Cc1ccc(S(=O)(=O)N2CCCC2)cc1C(=O)NC1CCCCC1	0.7	7	-12	-4	-4	10	-3	-7
COc1ccc(C(=O)N2CCc3cc(OC)c(OC)cc3C2c2ccc(OC)c(OC)c2)cc1 (stereo not drawn)	-0.6	12	16	0	-2	17	15	-1
O=S(=O)(NCc1ccco1)N1CCCCCC1	0.0	11	0	21	7	1	15	14
O=C1Cc2cc(S(=O)(=O)N3CCN(c4cccc(Cl)c4)CC3)ccc2N1	-0.2	12	-21	5	-3	-22	6	-39

Compound profiles, from the list above. Values in the order: CHOP UPR activ, Mdm2 MdmX PPI, tim10-1 inh, Jurkat NFkB inh, UPR XBP1 act, tim23-1 inh, 697 NFkB inh, TIM10 inh
Cc1ccc(S(=O)(=O)N2CCCC2)cc1C(=O)NC1CCCCC1 across the screens: 0.7, 7, -12, -4, -4, 10, -3, -7
O=C1Cc2cc(S(=O)(=O)N3CCN(c4cccc(Cl)c4)CC3)ccc2N1 across the screens: -0.2, 12, -21, 5, -3, -22, 6, -39
Cc1ccc(-n2nc3c([n+]2[O-])CCc2nonc2-3)cc1 across the screens: 1.7, -13, 8, 3, 0, 9, -11, -11

Exported with each value named: entries from further up.
O=C(CCc1nnc(Cc2ccc(-c3ccccc3)cc2)o1)N1CCCC1
  CHOP UPR activ = -0.5	Mdm2 MdmX PPI = 11	tim10-1 inh = 10	Jurkat NFkB inh = -8	UPR XBP1 act = -4	tim23-1 inh = 31	697 NFkB inh = -2	TIM10 inh = 10
Cc1ccc(S(=O)(=O)N2CCCC2)cc1C(=O)NC1CCCCC1
  CHOP UPR activ = 0.7	Mdm2 MdmX PPI = 7	tim10-1 inh = -12	Jurkat NFkB inh = -4	UPR XBP1 act = -4	tim23-1 inh = 10	697 NFkB inh = -3	TIM10 inh = -7
COc1ccc(C(=O)N2CCc3cc(OC)c(OC)cc3C2c2ccc(OC)c(OC)c2)cc1 (stereo not drawn)
  CHOP UPR activ = -0.6	Mdm2 MdmX PPI = 12	tim10-1 inh = 16	Jurkat NFkB inh = 0	UPR XBP1 act = -2	tim23-1 inh = 17	697 NFkB inh = 15	TIM10 inh = -1

Continued.
SMILES	CHOP UPR activ	Mdm2 MdmX PPI	tim10-1 inh	Jurkat NFkB inh	UPR XBP1 act	tim23-1 inh	697 NFkB inh	TIM10 inh
CC1C(=O)NN=C1C(=O)N/N=C\C(Br)=C\c1ccccc1 (stereo not drawn)	0.3	-49	29	-1	-4	34	-99	29
O=C(O)CCC(=O)N1N=C(c2cccs2)CC1c1cccc([N+](=O)[O-])c1 (stereo not drawn)	0.3	-4	8	-3	-1	17	-19	14
O=C(OCC(=O)N1CCc2ccccc21)c1cccnc1Cl	3.4	-34	2	4	2	8	20	6
Cc1ccc2oc(-c3ccc(NC(=O)c4ccncc4)cc3O)nc2c1	5.6	-55	0	-34	3	7	-82	1
CC(Oc1ccc(F)cc1)C(=O)Nc1nc(-c2ccccn2)cs1 (stereo not drawn)	1.1	77*	42*	9	1	34	8	27
Cc1ccc(C(=O)N2CCN(c3ccccc3Cl)CC2)cc1[N+](=O)[O-]	-0.7	14	13	0	-3	46	-4	10
COc1cc(-c2nnn(CC#N)n2)ccc1OCc1ccccc1	5.6	-10	30	-52	9	27	-38	-2
COC(=O)C(C)Oc1ccc2c(c1)O/C(=C\c1ccco1)C2=O (stereo not drawn)	3.4	21	30	-12	0	47	-1	22
Cc1ccc(-n2c(SCC(=O)O)nc3sc4c(c3c2=O)C(C)CCC4)cc1 (stereo not drawn)	0.2	13	3	12	-3	10	3	1
O=C1C(N2CCOCC2)=C(n2nnc3ccccc32)C(=O)c2ccccc21	3.7	73*	64*	43	-5	83*	2	78*

Bioassay records deposited in PubChem by Sanford-Burnham Center for Chemical Genomics.
